Compound activity: PubChem, National Center for Advancing Translational Sciences (NCATS)
Caspase-1 inhib = blocks human caspase-1 allosterically or competitively | P29466 | Caspase-1 enzyme, Ac-WEHD-AFC fluorogenic rate | Potency, µM (doses to about 57.5 µM), for the others: top-dose activity change, negative = inhibition, hits mostly inhibitors | 0.03% of 75,000 active;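 also: potency is read from the fitted curve at half-maximal effect; plate controls were vehicle for no effect and no substrate for full effect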
Fluorescein autfl = compound autofluorescence in fluorescein spectral region; AID 593; max fluorescein-equivalent concentration, M; Compound autofluorescence, 480/540 nm, fluorescein-equivalent; stronger effect = higher value; 0.91% of 59,000 active; in the data active = max fluorescein-equivalent concentration above about 10 nM; inconclusive = between about 1.1 nM and that limit
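Fluorescein stocks ranging 3 mM down to 300 nM, plus DMSO blanks, were pinned alongside compounds to build a per-plate standard curve. Buffer: 100 mM Tris, pH 8.0. Incubation 15 min, room temperature; filters 480/540 nm.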
BRCT inh red = disrupts BRCA1 BRCT binding to phosphoprotein, red fluorophore readout; BRCT-phosphopeptide binding, red fluorescence polarization; P38398; AID 892; Potency, µM (doses to about 76.9 µM), inactives show at the highest dose activity change, negative = inhibition, actives largely listed as inhibitors; 0.03% of 75,000 active; also: % is scaled to controls: 0 for no effect and ±100 for the full control effect
Target sequence (P38398 whole entry, looked up): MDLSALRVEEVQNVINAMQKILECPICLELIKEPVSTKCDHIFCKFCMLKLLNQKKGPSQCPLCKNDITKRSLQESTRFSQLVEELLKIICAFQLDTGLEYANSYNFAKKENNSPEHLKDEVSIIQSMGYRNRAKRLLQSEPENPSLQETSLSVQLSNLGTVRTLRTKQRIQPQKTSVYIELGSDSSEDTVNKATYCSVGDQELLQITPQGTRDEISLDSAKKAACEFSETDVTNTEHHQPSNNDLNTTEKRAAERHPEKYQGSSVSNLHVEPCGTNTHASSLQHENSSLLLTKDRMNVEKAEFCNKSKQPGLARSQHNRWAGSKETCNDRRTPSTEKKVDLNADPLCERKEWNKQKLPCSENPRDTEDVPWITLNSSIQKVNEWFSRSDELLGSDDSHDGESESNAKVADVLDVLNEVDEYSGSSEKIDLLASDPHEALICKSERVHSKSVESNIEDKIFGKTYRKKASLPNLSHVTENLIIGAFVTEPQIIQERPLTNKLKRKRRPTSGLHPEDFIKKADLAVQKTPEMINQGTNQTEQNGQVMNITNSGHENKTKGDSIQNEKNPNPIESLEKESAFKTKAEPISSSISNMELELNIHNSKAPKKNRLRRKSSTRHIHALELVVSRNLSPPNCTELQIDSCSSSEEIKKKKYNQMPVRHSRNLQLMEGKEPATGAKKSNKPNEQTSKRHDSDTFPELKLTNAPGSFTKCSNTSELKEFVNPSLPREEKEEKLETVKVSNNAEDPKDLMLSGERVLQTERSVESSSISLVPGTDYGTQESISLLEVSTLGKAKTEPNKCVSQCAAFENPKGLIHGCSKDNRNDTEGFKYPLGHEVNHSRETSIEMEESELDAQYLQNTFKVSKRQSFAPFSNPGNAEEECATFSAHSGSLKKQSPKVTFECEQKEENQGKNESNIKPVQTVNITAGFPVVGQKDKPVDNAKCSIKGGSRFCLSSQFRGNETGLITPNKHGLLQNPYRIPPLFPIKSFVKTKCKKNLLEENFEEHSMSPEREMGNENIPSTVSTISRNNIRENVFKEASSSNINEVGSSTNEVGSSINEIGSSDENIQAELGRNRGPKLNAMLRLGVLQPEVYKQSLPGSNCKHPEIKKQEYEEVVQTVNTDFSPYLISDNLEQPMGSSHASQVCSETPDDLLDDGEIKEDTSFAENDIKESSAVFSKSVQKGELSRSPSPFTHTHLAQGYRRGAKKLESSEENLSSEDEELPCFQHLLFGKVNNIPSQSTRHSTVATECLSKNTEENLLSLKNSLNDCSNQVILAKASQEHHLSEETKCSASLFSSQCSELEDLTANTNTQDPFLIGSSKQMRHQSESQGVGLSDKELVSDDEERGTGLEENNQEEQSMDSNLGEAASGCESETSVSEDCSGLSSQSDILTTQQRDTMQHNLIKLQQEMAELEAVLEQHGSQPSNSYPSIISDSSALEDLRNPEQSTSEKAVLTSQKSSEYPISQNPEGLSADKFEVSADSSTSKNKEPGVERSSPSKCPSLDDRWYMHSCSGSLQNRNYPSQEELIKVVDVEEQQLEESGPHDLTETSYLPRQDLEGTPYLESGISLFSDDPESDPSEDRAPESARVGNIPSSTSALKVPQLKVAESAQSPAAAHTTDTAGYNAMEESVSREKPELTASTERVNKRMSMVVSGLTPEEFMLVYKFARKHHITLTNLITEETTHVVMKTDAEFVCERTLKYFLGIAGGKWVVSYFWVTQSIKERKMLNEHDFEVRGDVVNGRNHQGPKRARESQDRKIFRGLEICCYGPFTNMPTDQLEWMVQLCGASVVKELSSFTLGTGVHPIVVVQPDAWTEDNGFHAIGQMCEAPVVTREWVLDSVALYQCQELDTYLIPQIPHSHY
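Fluorescence polarization: 100 nM His-tagged BRCA1 BRCT with 100 nM TAMRA-labelled phospho-BACH1 decapeptide, phosphate buffer pH 7.3 with 150 mM NaCl, DTT, 0.01% Tween 20; 12 min RT. Binding inhibition seen as FP decrease.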
A350 autofl = compounds fluorescent in Alexa 350 spectral region; Compound autofluorescence, 340/450 nm, Alexa 350 dye-equivalents; stronger effect = higher value; max dye-equivalent concentration, M; 11% of 59,000 active; AID 590; in the data active = max dye-equivalent concentration above about 10 nM; inconclusive = mostly about 1.1 nM to 9.6 nM
GFP derepression = epigenetic modulators derepressing GFP locus in mouse cells | mouse C127i GFP locus derepression, cytometry, 30 h | Potency, µM (titrated, usually from 46.1 µM), without a hit: at the highest dose GFP derepression (activation) | 0.09% of 68,000 active; also: % of control where 0% means no effect
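Murine C127i mammary cells carrying a silenced, stably integrated CMV-driven GFP reporter were treated with compound for 30 hours at 37 C. After PBS washes, GFP-positive cells were counted by laser-scanning microplate cytometry.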
4MU fluor = 4-MU region autofluorescence. compound autofluorescence, 340/450 nm, 4-MU equivalents; stronger effect = higher value. max dye-equivalent concentration, M. 11% of 59,000 active. AID 589; in the data active = max dye-equivalent concentration above about 10 nM; inconclusive = mostly about 1.1 nM to 9.6 nM
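Compounds in 100 mM Tris, pH 8.0, sat 15 min at room temperature before fluorescence was read at 340 nm excitation/450 nm emission; a per-plate six-point 4-MU standard curve converted signals to dye-equivalent concentration at each compound concentration.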
Caspase-7 inhib = caspase-7 (human) inhibition, allosteric or competitive; recombinant caspase-7, Ac-DEVD-AFC fluorescence rate; Potency, µM (top dose mostly 57.5 µM), for inactives: at the top dose activity change, negative = inhibition, usual class: inhibitors; 0.02% of 75,000 active; AID 889; active = well fitted inhibition curve with a large enough effect in the main read-out, with a control signal flat, not every such curve was filed as active; inconclusive = small, poorly fitted or top-dose-only effect, or a change in a side signal; also: potency is read from the fitted curve at half-maximal effect; % of control where 0% means no effect
BRCT inh green = BRCA1 BRCT-phosphoprotein interaction inhibition. P38398. BRCA1 BRCT-phosphopeptide binding, green fluorescence polarization. Potency, µM (doses to about 76.9 µM), for inactives: top-dose activity change, negative = inhibition, hits mostly inhibitors. 0.05% of 75,000 active;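 also: potency is read from the fitted curve at half-maximal effect; plate controls were peptide without protein for full effect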
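Compounds were incubated for 12 min at room temperature with a complex of 100 nM fluorescein-tagged pBACH1 decapeptide and 250 nM His-tagged BRCT protein. Buffer was phosphate pH 7.3 with EDTA, DTT and Tween 20. Disruption of binding lowers the polarization signal.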
USP2a inh = USP2a (human) protease inhibition | AID 927 | 0.1% of 60,000 active | Potency, µM (series often up to 38.3 µM), inactives show at the highest dose activity change, negative = inhibition, actives largely listed as inhibitors | USP2a enzymatic assay, qHTS inhibition;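 also: potency is read from the fitted curve at half-maximal effect; nearly all actives have a fitted effect of over 60% in size; plate controls were DMSO for no effect and NEM full inhibition control for full effect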
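USP2 core (20 nM final) was preincubated with compound for 30 min at RT in 20 mM Tris-HCl pH 8.0, 2 mM CaCl2, 2 mM beta-mercaptoethanol; Ub-PLA2 (20 nM) plus NBD C6-HPC (20 uM) then added, fluorescence read after 2.5 h.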
HEK293 cAMP ctrl = raises cAMP in parental HEK293 cells, TSHR agonist counter-screen. parental HEK293 CNG cAMP sensor, membrane potential fluorescence. Potency, µM (doses to about 57.1 µM), inactives show at the highest dose activation, actives largely listed as activators. 2.5% of 73,000 active. AID 938; also: potency is read from the fitted curve at half-maximal effect; % of control where 0% means no effect; nearly all actives have a fitted effect of over 55% in size
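Parental HEK 293 cells stably expressing a cAMP-gated CNG channel were loaded with membrane potential dye containing 100 uM RO 20-1724 for 60 min. Compound added for 30 min; depolarization read as fluorescence intensity at 590 nm.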
Starred values were filed as active, the others as inactive; i = inactive; ? = inconclusive; nt = not tested or not shown; [ ] = remark or other dose. Unless noted, calls follow the shape of the dose curve; as a rule, active = well fitted curve in the direction sought with a large enough effect; inconclusive = small, poorly fitted or top-dose-only effect, or another doubt; inactive = no such curve, though single readings can be large; an effect the other way counts as inactive or inconclusive.

SMILES	Caspase-1 inhib	Fluorescein autfl	BRCT inh red	A350 autofl	GFP derepression	4MU fluor	Caspase-7 inhib	BRCT inh green	USP2a inh	HEK293 cAMP ctrl
COC(=O)[C@@H]1C[C@@H]1[C@@H](NP(=O)(c1ccccc1)c1ccccc1)c1ccccc1	nt	nt	nt	nt	nt	nt	nt	nt	nt	10µM*
CCCCSP1(=S)NCCCO1 (centres undefined)	nt	i	nt	?	5%[20.6 µM]	i	nt	nt	nt	nt
CN1CCC(OC(=O)C2c3ccccc3Oc3ccccc32)CC1	nt	i	nt	i	-1%[20.6 µM]	i	nt	nt	nt	nt
CC(C)C(=O)N1CCN(CCN=Cc2c(O)n(C)c(=O)n(C)c2=O)CC1	nt	?	nt	i	7%[20.6 µM]	i	nt	nt	nt	nt
Nc1ncc(P(=S)(N2CCOCC2)N2CCOCC2)s1	nt	?	nt	i	2%[20.6 µM]	i	nt	nt	nt	nt
COc1cccc(-n2c(C)nc3ccccc3c2=O)c1	nt	i	nt	i	0%[20.6 µM]	i	nt	nt	nt	nt
C#C[C@]1(O)CC[C@H]2[C@@H]3CCC4=CC(=O)CC[C@]4(C)[C@H]3CC[C@@]21C	nt	i	nt	i	-2%[20.6 µM]	i	nt	nt	nt	nt
COc1ccc(OC)c([C@@H](O)[C@H](C)NC(C)(C)C)c1	nt	i	nt	i	-2%[20.6 µM]	i	nt	nt	nt	nt
C[N+]1(C)[C@@H]2CC(OC(=O)[C@H](CO)c3ccccc3)C[C@H]1[C@@H]1O[C@@H]12 (some centres undefined)	nt	?	nt	i	-5%[20.6 µM]	i	nt	nt	nt	nt
CCn1c(O)c(C(=O)CC2NCCc3ccccc32)c(=O)n(CC)c1=S (centres undefined)	nt	?	nt	i	0%[20.6 µM]	i	nt	nt	nt	nt
CCN(CC)CCCC(C)N=C(c1ccccc1)c1c(O)n(C)c(=O)n(C)c1=O (centres undefined)	nt	i	nt	?	0%[20.6 µM]	?	nt	nt	nt	nt
Cc1c(N=Cc2c(O)n(Cc3ccco3)c(=O)[nH]c2=O)c(=O)n(-c2ccccc2)n1C	nt	i	nt	?	-2%[20.6 µM]	i	nt	nt	nt	nt
CCOCCN1CCC(OC(C)=O)C(C)C1 (centres undefined)	nt	i	nt	i	5%[20.6 µM]	i	nt	nt	nt	nt
CCCCC1(CN2CCCC2=O)C(=O)NC(=O)NC1=O	nt	i	nt	i	0%[20.6 µM]	i	nt	nt	nt	nt
CC(C)C[C@H](NC(=O)[C@@H]1CCCN1C(=O)[C@@H](N)Cc1ccc(O)cc1)C(=O)NCC(N)=O	nt	i	nt	?	-2%[20.6 µM]	i	nt	nt	nt	nt
CC(=O)C1(c2ccccc2)CCNCC1	nt	i	nt	i	-3%[20.6 µM]	i	nt	nt	nt	nt
COc1ccc2c(c1)c(C(=O)O)c(C)n2CC(C)C	nt	i	nt	i	-3%[20.6 µM]	i	nt	nt	nt	nt
OC(Cc1ccccc1)(c1ccccc1)C1CN2CCC1CC2 (centres undefined)	nt	i	nt	?	3%[20.6 µM]	i	nt	nt	nt	nt
COc1ccc(Cn2c(O)c(C=NCCCn3ccnc3)c(=O)[nH]c2=O)cc1	nt	i	nt	i	4%[20.6 µM]	i	nt	nt	nt	nt
CN(C)[C@@H]1C(=O)C(C(N)=O)=C(O)[C@@]2(O)C(=O)C3=C(O)c4c(O)cccc4[C@@](C)(O)[C@H]3C[C@@H]12	nt	i	nt	i	-6%[20.6 µM]	i	nt	nt	nt	nt
COC1=CC(=O)OC(/C=C/c2ccccc2)C1 (centres undefined)	nt	?	nt	i	12%[20.6 µM]	i	nt	nt	nt	nt
Cc1ccc(C)c(C2(O)CC(C)N(C)CC2C)c1 (centres undefined)	nt	i	nt	i	5%[20.6 µM]	i	nt	nt	nt	nt
CCCSP1(=S)NCCCO1 (centres undefined)	nt	i	nt	i	-2%[20.6 µM]	i	nt	nt	nt	nt
O=C1NC(=O)C(C/C=C/c2ccccc2)C(=O)N1	nt	?	nt	i	8%[20.6 µM]	i	nt	nt	nt	nt
O=C1NCCN2CCCC12 (centres undefined)	nt	?	nt	i	5%[20.6 µM]	i	nt	nt	nt	nt
CN1CCc2c(c(N3CCCCC3)nc3n[nH]c(N)c23)C1	nt	i	nt	i	0%[20.6 µM]	i	nt	nt	nt	nt
C=CCn1c(O)c(C=NCCN(C)C)c(=O)[nH]c1=O	nt	?	nt	6.2e-07M*	0%[20.6 µM]	6.6e-07M*	nt	nt	nt	nt
C=C1C/C(=C/C)C(=O)O[C@@H]2CCN3CC=C(COC(=O)[C@]1(C)O)[C@@H]23	0%	nt	0.1%	nt	nt	nt	-1%	-1.3%	nt	nt
COc1cc2c(cc1OC)[C@]13CCN4CC5=CCOC6CC(=O)N2[C@@H]1[C@@H]6C5C[C@@H]43 (some centres undefined)	0%	nt	-2.4%	nt	nt	nt	1%	0.8%	nt	nt
C=C[C@H]1CN2CCC1C[C@@H]2C(O)c1ccnc2ccccc12 (some centres undefined)	1%	nt	0.6%	nt	nt	nt	0%	-2.9%	nt	nt
CCC1CN2CCC1CC2C(O)c1ccnc2ccccc12 (centres undefined)	3%	nt	1.3%	nt	nt	nt	1%	-1.1%	nt	nt
CCN1C[C@@]2(COC(=O)c3ccccc3N3C(=O)CC(C)C3=O)CC[C@H](OC)[C@]34C5C[C@@H]6[C@@H](OC)C[C@@](O)(C5[C@H]6OC)[C@@](O)(C13)[C@@H](OC)C24 (some centres undefined)	0%	nt	-0.4%	nt	nt	nt	3%	0.9%	nt	nt
CC1=CC(=O)C2=C(C)C[C@H](O)[C@H]3[C@H](C)C(=O)O[C@@H]3C12 (some centres undefined)	2%	nt	-3.0%	nt	nt	nt	3%	-6.5%	nt	nt
CC1(C)S[C@H]2[C@@H](N)C(=O)N2[C@H]1C(=O)O	-2%	nt	-2.4%	nt	nt	nt	-1%	0.2%	nt	nt
CC[C@H]1C2CC3[C@@H]4N(C)c5ccccc5[C@]45C[C@@H](C2[C@H]5O)N3[C@@H]1O (some centres undefined)	-1%	nt	1.4%	nt	nt	nt	-1%	0.3%	nt	nt
C[C@H]1C(=O)O[C@H]2CCN3CC=C(COC(=O)[C@](C)(O)[C@@]1(C)O)C23 (some centres undefined)	-1%	nt	0.6%	nt	nt	nt	0%	-5.2%	nt	nt
COc1cc2c(cc1OC)-c1c(OC)c(OC)c(CO)c3c1C(C2)N(C)CC3 (centres undefined)	-10%	nt	2.1%	nt	nt	nt	-11%	-2.6%	nt	nt
C[n+]1c2cc(N)ccc2cc2ccc(N)cc21	nt	nt	-7.8%	nt	nt	nt	?	1.3µM*	69%[activator]	nt

13 structures out of the list, sorted by number of heavy atoms, highest first.
SMILES	Caspase-1 inhib	Fluorescein autfl	BRCT inh red	A350 autofl	GFP derepression	4MU fluor	Caspase-7 inhib	BRCT inh green	USP2a inh	HEK293 cAMP ctrl
CCN1C[C@@]2(COC(=O)c3ccccc3N3C(=O)CC(C)C3=O)CC[C@H](OC)[C@]34C5C[C@@H]6[C@@H](OC)C[C@@](O)(C5[C@H]6OC)[C@@](O)(C13)[C@@H](OC)C24 (some centres undefined)	0%	nt	-0.4%	nt	nt	nt	3%	0.9%	nt	nt
COc1cc2c(cc1OC)[C@]13CCN4CC5=CCOC6CC(=O)N2[C@@H]1[C@@H]6C5C[C@@H]43 (some centres undefined)	0%	nt	-2.4%	nt	nt	nt	1%	0.8%	nt	nt
COc1cc2c(cc1OC)-c1c(OC)c(OC)c(CO)c3c1C(C2)N(C)CC3 (centres undefined)	-10%	nt	2.1%	nt	nt	nt	-11%	-2.6%	nt	nt
CC[C@H]1C2CC3[C@@H]4N(C)c5ccccc5[C@]45C[C@@H](C2[C@H]5O)N3[C@@H]1O (some centres undefined)	-1%	nt	1.4%	nt	nt	nt	-1%	0.3%	nt	nt
C[C@H]1C(=O)O[C@H]2CCN3CC=C(COC(=O)[C@](C)(O)[C@@]1(C)O)C23 (some centres undefined)	-1%	nt	0.6%	nt	nt	nt	0%	-5.2%	nt	nt
CCC1CN2CCC1CC2C(O)c1ccnc2ccccc12 (centres undefined)	3%	nt	1.3%	nt	nt	nt	1%	-1.1%	nt	nt
CN1CCc2c(c(N3CCCCC3)nc3n[nH]c(N)c23)C1	nt	i	nt	i	0%[20.6 µM]	i	nt	nt	nt	nt
C=CCn1c(O)c(C=NCCN(C)C)c(=O)[nH]c1=O	nt	?	nt	6.2e-07M*	0%[20.6 µM]	6.6e-07M*	nt	nt	nt	nt
O=C1NC(=O)C(C/C=C/c2ccccc2)C(=O)N1	nt	?	nt	i	8%[20.6 µM]	i	nt	nt	nt	nt
C[n+]1c2cc(N)ccc2cc2ccc(N)cc21	nt	nt	-7.8%	nt	nt	nt	?	1.3µM*	69%[activator]	nt
CC1(C)S[C@H]2[C@@H](N)C(=O)N2[C@H]1C(=O)O	-2%	nt	-2.4%	nt	nt	nt	-1%	0.2%	nt	nt
CCCSP1(=S)NCCCO1 (centres undefined)	nt	i	nt	i	-2%[20.6 µM]	i	nt	nt	nt	nt
O=C1NCCN2CCCC12 (centres undefined)	nt	?	nt	i	5%[20.6 µM]	i	nt	nt	nt	nt

These rows are one share of the data; rates above refer to the full screens.
